IL2 activator: activates IL-2 in a cell-based reporter assay | 0.065% of 360,000 active | IL-2 activation reporter assay, cell-based qHTS; stimulated with anti-CD3/CD4/CD28 beads; in transgenic mouse T cells | activation, % (series mostly up to about 46 µM) | AID 652025; in the data active = activation above about 50%; inconclusive = mostly about 30% to 49%; also: 0% is about no effect
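Readout is EGFP and DsRed signal by fluorescent plate cytometry after 18 h at 37 degrees C. Transgenic mouse T cells (750/well) received compound for 60 min before bead stimulation (anti-CD3, anti-CD4, anti-CD28); memory T cells served as non-tolerant control.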
EPAC1 antag: antagonists of human EPAC1; AID 720709; O95398; EPAC1 GEF assay, Rap1b-BODIPY-GDP exchange fluorescence; 0.14% of 360,000 active; Potency, µM (titrated, usually from 115 µM), for inactives: top-dose activity change, negative = inhibition, actives largely listed as inhibitors;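 also: potency is read from the fitted curve at half-maximal effect; plate controls were vehicle for no effect and positive control for full effect; nearly all actives have a fitted effect of over 50% in size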
Target sequence (O95398 whole entry, looked up): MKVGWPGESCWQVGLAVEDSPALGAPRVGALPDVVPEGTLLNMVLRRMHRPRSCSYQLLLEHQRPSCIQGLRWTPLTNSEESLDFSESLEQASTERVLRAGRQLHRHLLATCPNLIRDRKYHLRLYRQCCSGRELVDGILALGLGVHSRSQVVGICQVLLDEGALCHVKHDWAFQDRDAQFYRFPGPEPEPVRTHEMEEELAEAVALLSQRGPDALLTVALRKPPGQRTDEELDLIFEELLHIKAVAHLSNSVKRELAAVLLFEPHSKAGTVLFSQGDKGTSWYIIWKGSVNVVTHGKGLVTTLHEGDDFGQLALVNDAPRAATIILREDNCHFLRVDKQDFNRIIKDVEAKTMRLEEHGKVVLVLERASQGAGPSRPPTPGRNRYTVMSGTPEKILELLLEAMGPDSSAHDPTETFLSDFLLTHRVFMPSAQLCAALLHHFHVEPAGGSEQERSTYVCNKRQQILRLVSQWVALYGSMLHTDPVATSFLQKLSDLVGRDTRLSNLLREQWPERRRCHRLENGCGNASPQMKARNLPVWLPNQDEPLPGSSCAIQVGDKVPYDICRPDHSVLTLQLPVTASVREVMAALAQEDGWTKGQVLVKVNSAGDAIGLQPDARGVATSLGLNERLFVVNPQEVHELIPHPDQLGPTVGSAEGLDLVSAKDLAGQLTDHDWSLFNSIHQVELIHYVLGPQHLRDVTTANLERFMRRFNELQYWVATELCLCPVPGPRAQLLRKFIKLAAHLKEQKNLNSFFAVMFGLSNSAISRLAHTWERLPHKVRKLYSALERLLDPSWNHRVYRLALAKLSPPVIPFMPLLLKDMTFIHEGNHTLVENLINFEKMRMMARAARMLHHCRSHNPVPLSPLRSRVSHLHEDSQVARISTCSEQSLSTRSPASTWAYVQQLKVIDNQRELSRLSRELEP
PI5P4K alpha inh: blocks human PI5P4K alpha kinase activity | 1.2% of 330,000 active | PI5P4Kalpha enzyme, ADP-Glo luminescence, 60 min; active compounds read low | max response, % | P48426 | AID 652105; active = max response of -50% or lower; inconclusive = between -30% and -50%; inactive = -30% or higher; also: value at the top dose of about 77 µM; % is scaled to controls: 0 for no effect and ±100 for the full control effect
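Reactions run in 0.038 M HEPES pH 7.4, 0.28 mM EGTA, 0.1% CHAPS and 5% DMSO, with PI5P4Kalpha, substrate, compound and 5 microM ATP final, one hour at room temperature. Readout is ADP-Glo luminescence.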
aSyn yeast inh: inhibitors of alpha-synuclein toxicity in yeast | AID 652106 | 0.14% of 370,000 active | Potency, µM (titrated, usually from 46.1 µM), for inactives: top-dose growth rescue (activation), actives largely listed as activators | Yeast expressing alpha-synuclein, growth rescue, BacTiter-Glo, 24 h; also: potency is read from the fitted curve at half-maximal effect; % of control where 0% means no effect; nearly all actives have a fitted effect of over 65% in size
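Rescue of yeast growth: cells expressing toxic alpha-synuclein, induced in galactose at OD600 0.02, incubated with compound 24 h at 30 C. ATP luminescence quantified growth; inhibitors of toxicity appear as activators.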
FUS yeast rescue: FUS proteinopathy suppression in yeast; S. cerevisiae FUS-expressing, growth rescue, OD600, 24 h; Potency, µM (titrated, usually from 76.6 µM), inactives show at the highest dose growth rescue (activation), hits mostly activators; 0.24% of 390,000 active; AID 1347120;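 also: potency is read from the fitted curve at half-maximal effect; plate controls were DMSO vehicle for no effect and reference control for full effect; nearly all actives have a fitted effect of over 55% in size; some results filed as inactive show a strong effect at the top dose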
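Galactose (2%) drives FUS expression in yeast precultured in raffinose; seeding density OD 0.005. Test compounds incubated 24hr at 30C and 99% humidity before absorbance at 600 nm was measured.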
PLK1 PBD inh: PLK1 (human) polo-box domain binding inhibition; P53350; Plk1 PBD binding of FITC phosphopeptide, fluorescence polarization; Potency, µM, for inactives: max response, negative = inhibition, actives largely listed as inhibitors; 2.8% of 360,000 active; also: potency is read from the fitted curve at half-maximal effect; series mostly up to about 57 µM; % is scaled to controls: 0 for no effect and ±100 for the full control effect; nearly all actives have a fitted effect of over 65% in size
WRN inhibitor: blocks human WRN helicase | Q14191 | WRN helicase unwinding, fluorescent forked duplex, kinetic | Potency, µM (titrated, usually from 114 µM), for the others: at the top dose activity change, negative = inhibition, hits mostly inhibitors | 0.46% of 360,000 active; also: potency is read from the fitted curve at half-maximal effect; % is scaled to controls: 0 for no effect and ±100 for the full control effect; nearly all actives have a fitted effect of over 55% in size
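WRN at 20 nM final was preincubated with compound for 15 min at room temperature; reaction started with 100 nM forked duplex oligonucleotide carrying fluorophore and quencher plus 2 mM ATP (final). Unwinding followed kinetically by red fluorescence (ex 525/em 598 nm).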
EPAC1 agonist: agonists of human EPAC1. O95398. EPAC1 agonist qHTS, biochemical assay; response scale: 100% = response to 6.5 mM cAMP. Potency, µM (series often up to 154 µM), for the others: at the top dose activation, actives largely listed as activators. 0.073% of 360,000 active. AID 720707; also: potency is read from the fitted curve at half-maximal effect; nearly all actives have a fitted effect of over 60% in size
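EPAC1 100 nM, Rap1B–BODIPY-GDP 250 nM, unlabeled GDP 50 uM; compound titration; 5 min RT; kinetic read ex480/em540 at 5-min intervals ×30 min; data normalized to 6.5 mM cAMP agonist control.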
Abeta rescue: A-beta toxicity reversal in yeast | yeast expressing A-beta42, growth rescue, OD600, 48 h; response scale: 0% DMSO, 100% iron-clioquinol control | Potency, µM (top dose mostly 46.1 µM), for inactives: at the highest dose growth rescue, usual class: activators | 0.063% of 410,000 active; also: potency is read from the fitted curve at half-maximal effect; nearly all actives have a fitted effect of over 55% in size
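Growth rescue measured by 600 nm absorbance after 48 h yeast culture at 30 C with compound. Values normalized between DMSO and an equimolar ferric chloride plus clioquinol control.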
* marks the source's active call; other numbers are inactive results; ? = inconclusive; nt = no result given; [ ] = another dose, or the depositor's remark. Unless noted, calls follow the shape of the dose curve; as a rule, active = well fitted curve in the direction sought with a large enough effect; inconclusive = small, poorly fitted or top-dose-only effect, or another doubt; inactive = no such curve, though single readings can be large; an effect the other way counts as inactive or inconclusive.

SMILES,IL2 activator,EPAC1 antag,PI5P4K alpha inh,aSyn yeast inh,FUS yeast rescue,PLK1 PBD inh,WRN inhibitor,EPAC1 agonist,Abeta rescue
CCOc1cc(CNCCO)ccc1OCC(=O)NC(C)(C)C,0.5,12.7%,-7.1,-2.9%,-8.8%,23.8µM*,8.1%[57.1 µM],-1.8%,-6.8%
O=C(O)c1ccc(Sc2ccccn2)c([N+](=O)[O-])c1,0.6,3.1%,0.0,4.0%,2.3%,-3.9%,-9.0%,0.3%,-6.7%
CC(=O)N/C(=C\c1ccc(C)o1)C(=O)NCc1ccccc1,-0.3,-9.0%,-0.8,2.2%,14.9%,-16.7%,-19.3%,7.5%,28.3%
COc1ccccc1CNC(=O)CCC(=O)Nc1nnc(C)s1,-2.2,13.7%,5.1,-2.2%,17.0%,0.2%,1.7%[57.1 µM],0.4%,-14.0%
CC(C)(C)c1ccc(/C=N/NC(=S)NC2CCCCC2)cc1,-1.2,-20.5%,0.2,-1.0%,7.2%,-9.5%,?,-18.1%,?
CCNC(=O)Nn1c(-c2ccccc2)nc2ccccc2c1=O,0.8,-3.2%,-7.6,-0.2%,-9.3%,-4.7%,1.0%,11.6%,14.9%
CN(CC(=O)Nc1ccccc1C(F)(F)F)C(=O)c1cc(-c2cccs2)nn1-c1ccccc1,-0.2,-8.6%,-1.5,-10.3%,12.7%,-0.8%,-6.7%,112µM*,20.0%
COc1cc(-c2nnc(NC(=O)CS(=O)(=O)c3ccc(F)cc3)o2)cc(OC)c1OC,-2.2,3.3%,3.2,-1.0%,9.0%,-4.5%,-6.6%,5.3%,2.4%
CCCCSCCCNC(=O)Nc1ccc(C)c(C)c1,-1.8,?,1.2,0.5%,6.0%,-14.5%,-6.1%,3.0%,-10.0%
O=C(NCCCCc1ccccc1)Nc1cccc(F)c1,-2.1,-18.2%,5.1,-36.3%[inhibitor],8.6%,1.5%,-12.1%,0.8%,-6.9%
CCOC(=O)N1CCN(C(=O)c2ccc(Cn3c(=S)[nH]c4cc5c(cc4c3=O)OCO5)cc2)CC1,1.1,-3.9%,nt,0.0%,36.8%,2.2%,-5.8%,8.3%,8.6%
CCn1cc(/C=C2/SC(=S)NC2=O)c(C)n1,-0.2,-14.6%,-66.5*,-10.2%,3.7%,-1.8%,-10.7%[57.1 µM],3.6%,-7.2%
O=C(NCc1ccc2c(c1)OCO2)c1ccc(CS(=O)(=O)c2cccc(C(F)(F)F)c2)o1,-0.1,-2.5%,-3.9,3.3%,nt,-2.4%,-1.8%,-5.0%,0.0%
O=C(CSc1nnc(-c2c[nH]c3ccccc23)o1)N(Cc1ccccc1)c1ccc(F)cc1,-2.7,7.0%,nt,0.7%,5.8%,-5.6%,-14.8%[57.1 µM],15.6%,-14.4%
COc1ccc(N2C(=O)CC(N3CCCCC3)C2=O)cc1 (configuration not stated),3.6,-14.6%,7.1,29.6%,-20.6%,0.8%,10.5%,3.5%,-44.9%[inhibitor]
Cc1cc(Cl)ccc1NC(=O)CCC(=O)N/N=C/c1cc([N+](=O)[O-])ccc1O,-2.5,6.0%,0.4,2.7%,1.4%,0.2%,-2.6%[57.1 µM],0.6%,-6.8%
CC(C)n1nc(C(=O)Nc2ccccc2N2CCOCC2)c2ccccc2c1=O,0.0,-9.9%,8.4,1.5%,nt,-19.5%,-8.6%,-1.3%,3.3%
CCN(CC)S(=O)(=O)c1cccc(C(=O)OCC(=O)NCCN2C(=O)CSC2=O)c1,0.8,-9.9%,3.1,-0.2%,-3.5%,2.6%,2.8%,6.4%,-1.2%
C=C1[C@@H](O)[C@H](Cc2ccccc2)N(Cc2ccccc2Br)S1(=O)=O,-0.6,?,2.2,13.0%,5.2%,-24.3%,-8.5%,-12.2%,7.8%
O[C@H]1C[C@H](c2ccccc2)N(CC2CCCCC2)C[C@@H]1n1cc(-c2ccc(F)cc2)nn1,-4.6,-5.8%,10.8,-5.1%,-11.1%,1.0%,0.6%,-13.1%,7.2%
Fc1cccc(CN2CCSCC2)c1,-1.1,-0.3%,-1.3,-5.2%,-21.3%,-10.3%,4.8%,0.8%,4.8%
CCc1noc(C)c1C(=O)N1CCN(S(=O)(=O)c2c(C)c(C)cc(C)c2C)CC1,0.9,-0.5%,-4.8,4.6%,nt,2.7%,6.0%,0.1%,13.4%
COc1ccc(OC)c(CNc2c(C=O)c(=O)[nH]c3ccccc23)c1,0.4,-13.1%,-6.5,-1.1%,7.4%,-2.9%,3.8%,-10.3%,5.2%
Cc1cccc(C)c1N(CC(=O)N(C)Cc1ccccc1)S(C)(=O)=O,-0.1,-18.7%,2.1,7.3%,-5.5%,-3.9%,8.8%,-0.6%,1.1%
CCCCCOC(=O)Cn1c(N2CCCCCC2)nc2c1c(=O)[nH]c(=O)n2C,-0.4,14.4%,-3.4,12.5%,11.3%,-2.1%,-1.2%,4.9%,6.3%
CCn1c2ccccc2c2cc(NC(=O)c3ccc(Br)o3)ccc21,0.8,-20.9%,-13.8,-3.6%,?,?,-12.7%,10.8%,-2.7%
Cc1ccc(C2(c3ccc(C)cc3)NC(=O)N(CC(=O)NCCCN3CCCC3=O)C2=O)cc1,-0.2,-8.0%,8.3,-0.5%,12.5%,0.2%,-12.2%,-0.4%,-3.3%
Cc1ccc(/C(O)=C2\C(=O)C(=O)N(CC(C)O)C2c2ccccn2)cc1 (configuration not stated),-1.8,?,-3.0,0.0%,-0.2%,-17.9%,-6.1%,15.2%,7.1%
CN(C)/C=N/c1nc2nccc(-c3cccc(Cl)c3)n2n1,0.8,7.8%,6.4,-0.7%,0.5%,26.7µM*,-3.1%,-1.1%,-12.9%
CCC(Sc1nncn1C)C(=O)Nc1ccccc1OC (configuration not stated),-2.1,7.6%,nt,-2.1%,10.4%,-9.7%,-0.5%,7.2%,-6.3%

Single records, as listed above. Order of values: IL2 activator	EPAC1 antag	PI5P4K alpha inh	aSyn yeast inh	FUS yeast rescue	PLK1 PBD inh	WRN inhibitor	EPAC1 agonist	Abeta rescue
Entry for COc1ccc(OC)c(CNc2c(C=O)c(=O)[nH]c3ccccc23)c1 : 0.4	-13.1%	-6.5	-1.1%	7.4%	-2.9%	3.8%	-10.3%	5.2%
Entry for Cc1ccc(/C(O)=C2\C(=O)C(=O)N(CC(C)O)C2c2ccccn2)cc1 (configuration not stated) : -1.8	?	-3.0	0.0%	-0.2%	-17.9%	-6.1%	15.2%	7.1%

Returning to the listing; the 5 compounds before the break are reprinted first.
SMILES,IL2 activator,EPAC1 antag,PI5P4K alpha inh,aSyn yeast inh,FUS yeast rescue,PLK1 PBD inh,WRN inhibitor,EPAC1 agonist,Abeta rescue
CCn1c2ccccc2c2cc(NC(=O)c3ccc(Br)o3)ccc21,0.8,-20.9%,-13.8,-3.6%,?,?,-12.7%,10.8%,-2.7%
Cc1ccc(C2(c3ccc(C)cc3)NC(=O)N(CC(=O)NCCCN3CCCC3=O)C2=O)cc1,-0.2,-8.0%,8.3,-0.5%,12.5%,0.2%,-12.2%,-0.4%,-3.3%
Cc1ccc(/C(O)=C2\C(=O)C(=O)N(CC(C)O)C2c2ccccn2)cc1 (configuration not stated),-1.8,?,-3.0,0.0%,-0.2%,-17.9%,-6.1%,15.2%,7.1%
CN(C)/C=N/c1nc2nccc(-c3cccc(Cl)c3)n2n1,0.8,7.8%,6.4,-0.7%,0.5%,26.7µM*,-3.1%,-1.1%,-12.9%
CCC(Sc1nncn1C)C(=O)Nc1ccccc1OC (configuration not stated),-2.1,7.6%,nt,-2.1%,10.4%,-9.7%,-0.5%,7.2%,-6.3%
CC1=C(C(=O)OCC(C)C)C(c2ccc(Br)s2)NC(=O)N1 (configuration not stated),0.7,8.4%,-2.6,3.6%,8.1%,0.3%,-6.3%,-2.1%,-7.6%
Cc1ccc(C23CC4CC(CC(C(=O)N5CCOCC5)(C4)C2)C3)cc1,-1.8,4.4%,nt,1.4%,19.3%,-1.7%,-0.8%,0.8%,4.7%
CCN(CC)c1ccc2nc3ccccc3[n+](CC)c2c1,-0.2,-22.1%,?,-50.0%[inhibitor],?,?,?,4.9%,-57.3%[inhibitor]
O=C(/C(=N/O)c1ccccc1)c1ccccc1,4.9,-7.0%,-0.1,5.5%,-21.8%,-4.4%,-12.4%,0.7%,-24.6%
COc1ccc(C(C)=O)cc1Cn1nc(C)c([N+](=O)[O-])c1C,-2.0,-4.1%,-0.6,6.9%,0.8%,-6.0%,-7.8%,-0.2%,31.1%
COc1ccc(N2CCN(CCCNC(=O)CN3CCN(Cc4ccccc4C)C3=O)CC2)cc1,-0.5,0.3%,1.0,-10.1%,7.4%,-7.3%,-1.2%,8.1%,-5.5%
CCN(CC)C(=O)CN(C#N)c1nc(C)cc(C)n1,-2.7,11.9%,2.6,0.6%,-21.5%,-14.0%,-0.2%,-6.1%,-17.2%
Fc1ccc(OCc2nc(-c3ccc(Br)o3)no2)c(F)c1,-1.7,-22.1%,-2.6,-10.5%,-7.3%,-1.8%,-10.8%,-9.4%,0.3%
COc1ccc(N(CC(=O)NCc2ccc(F)cc2)C(=O)Cn2nnc(-c3ccc(C)o3)n2)cc1OC,0.3,4.3%,0.1,2.6%,7.8%,-4.4%,4.0%,3.1%,8.8%
CCCCN1C(=O)C(CC(=O)NCC2CCCCC2)CC(C(=O)N(C(C)C)C(C)C)=C1C (configuration not stated),0.5,-23.4%,5.8,0.2%,6.9%,-7.9%,-1.5%,6.9%,-5.2%
Cc1cc(N2CCOCC2)nc2ccc(NC(=S)N3CCN(c4ccccc4)CC3)cc12,-3.9,-28.0%,-1.4,-2.3%,24.0%,?,-9.0%,-3.0%,-4.5%
Cc1ccc(N2C(=O)C(Cc3ccccc3)NC2=S)cc1 (configuration not stated),0.2,-1.7%,nt,1.4%,-5.8%,-7.6%,-8.1%[57.1 µM],11.7%,14.8%

Compound activity from PubChem.
